NRP1-CendR mod: modulators of CendR peptide binding to human neuropilin-1; O14786; FAM-RPARPAR peptide binding to NRP-1, fluorescence polarization; inhibition, % at 25 µM; hit rate 0.85% among 360,000; AID 602438;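 active = inhibition or corrected inhibition above about 18%, plus a signal ratio from 0.5 to 1.5, limit read from the data, passing the limit was not always enough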; note: strong numbers were not always called active
MsrA act: activators of bovine methionine sulfoxide reductase A | hit rate 0.3% among 360,000 | purified bovine MsrA, absorbance read-out | activation, % at 10.6 µM; in the data active = activation above about 7.5%;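 note: 0% = vehicle and 100% = reference activator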
SKN-1 block: inhibitors of C. elegans SKN-1; inhibition, % at 21.8 µM; hit rate 0.49% among 360,000; C. elegans VP596 Pgst-4::GFP/RFP ratio, acrylamide-induced, 24 h;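 active = interference check ratio from 0.5 to 1.5 plus GFP to RFP signal ratio inhibition reaching or exceeding a fixed threshold, cut at about 30% in these data, passing the limit was not always enough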; note: some compounds called inactive have numbers as strong as hits
FAS-TE inh: blocks the thioesterase domain of human fatty acid synthase. P49327. recombinant FAS-TE, OMFH fluorogenic substrate, fluorescence endpoint. inhibition, % at 15 µM. hit rate 0.67% among 360,000;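 active = compounds whose normalised, plate-corrected inhibition of enzyme fluorescence in the single-dose primary screen is 50% or more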;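 note: 0% = DMSO with enzyme and 100% = substrate without enzyme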
MsrA inh: inhibitors of bovine MsrA. inhibition, % at 15.5 µM. AID 651718. hit rate 0.75% among 360,000. purified bovine MsrA, absorbance read-out; in the data active = inhibition above about 4.5%;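 note: 0% = vehicle wells with enzyme and 100% = reference inhibitor wells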
E coli Lon inh: inhibitors of E. coli Lon protease; purified E. coli Lon protease, fluorescence polarization; hit rate 0.42% among 360,000; P0A9M0; inhibition, % at 7.94 µM; in the data active = inhibition above about 13%, passing the limit was not always enough;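 note: 0% = enzyme with probe and DMSO and 100% = no enzyme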
MT1-MMP act inh: MT1-MMP (human) activation inhibition. P50281. HT1080 RFP-PRO-GFP cells, GFP/RFP ratio fluorescence, overnight; percent of plate control window, DMSO zero. GFP/RFP ratio change, % at 20 µM. hit rate 0.061% among 360,000;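 active = GFP/RFP ratio change of at least 30% with cell ATP level not reduced by more than half and red fluorescence within 50% of control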; note: strong numbers were not always called active
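Test system: HT1080 cells expressing an RFP-PRO-GFP fluorescent reporter construct / Compound dosing: single-point 20 µM compound, 1% DMSO / Schedule: cells overnight before dosing, compound overnight, 37 °C, 5% CO2 / Evaluation: GFP/RFP fluorescence ratio / Control set: DMSO and RFP-L50D-GFP cell wells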
Neddyl block: blocks human cullin neddylation; AID 651699; TR-FRET cullin neddylation, biochemical; P61081+Q13564; hit rate 0.58% among 360,000; calls only at 25 µM; in the data active = inhibition above about 36%
Rin1-Abl PPI inh: human Rin1-Abl interaction inhibition | P00519+Q13671 | TR-FRET Rin1/Abl binding, biochemical | inhibition, % at 7.35 µM | hit rate 0.4% among 360,000 | AID 588664; in the data active = inhibition above about 5%, passing the limit was not always enough
Target sequence (P00519 whole entry, looked up): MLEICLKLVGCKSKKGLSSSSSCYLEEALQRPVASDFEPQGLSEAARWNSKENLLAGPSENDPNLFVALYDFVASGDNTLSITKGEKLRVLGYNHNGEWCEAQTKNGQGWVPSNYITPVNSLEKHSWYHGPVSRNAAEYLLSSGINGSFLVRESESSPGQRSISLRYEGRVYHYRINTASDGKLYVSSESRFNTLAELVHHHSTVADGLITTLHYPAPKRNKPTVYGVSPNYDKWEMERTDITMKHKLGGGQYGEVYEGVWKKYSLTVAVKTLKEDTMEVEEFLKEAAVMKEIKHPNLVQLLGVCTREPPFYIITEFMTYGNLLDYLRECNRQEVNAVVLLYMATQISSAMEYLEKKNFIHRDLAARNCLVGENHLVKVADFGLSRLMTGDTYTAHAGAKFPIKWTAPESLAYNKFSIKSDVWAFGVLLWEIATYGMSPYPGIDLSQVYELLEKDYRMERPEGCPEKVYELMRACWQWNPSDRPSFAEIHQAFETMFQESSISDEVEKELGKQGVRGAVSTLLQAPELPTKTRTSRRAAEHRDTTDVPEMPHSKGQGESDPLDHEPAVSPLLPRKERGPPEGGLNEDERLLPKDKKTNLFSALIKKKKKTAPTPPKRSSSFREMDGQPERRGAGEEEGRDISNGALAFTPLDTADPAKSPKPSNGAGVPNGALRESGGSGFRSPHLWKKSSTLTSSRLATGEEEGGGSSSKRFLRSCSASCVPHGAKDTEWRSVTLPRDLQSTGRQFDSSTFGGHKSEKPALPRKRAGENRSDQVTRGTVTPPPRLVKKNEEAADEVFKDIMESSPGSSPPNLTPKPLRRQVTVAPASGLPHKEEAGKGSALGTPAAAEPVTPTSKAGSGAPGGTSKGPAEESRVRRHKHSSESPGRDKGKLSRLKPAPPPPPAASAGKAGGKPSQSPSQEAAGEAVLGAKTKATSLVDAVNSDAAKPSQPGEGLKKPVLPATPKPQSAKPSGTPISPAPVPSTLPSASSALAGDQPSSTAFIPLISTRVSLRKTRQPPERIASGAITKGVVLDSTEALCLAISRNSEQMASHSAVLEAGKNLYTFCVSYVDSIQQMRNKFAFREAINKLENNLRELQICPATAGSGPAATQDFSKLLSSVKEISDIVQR
Target sequence (Q13671 whole entry, looked up): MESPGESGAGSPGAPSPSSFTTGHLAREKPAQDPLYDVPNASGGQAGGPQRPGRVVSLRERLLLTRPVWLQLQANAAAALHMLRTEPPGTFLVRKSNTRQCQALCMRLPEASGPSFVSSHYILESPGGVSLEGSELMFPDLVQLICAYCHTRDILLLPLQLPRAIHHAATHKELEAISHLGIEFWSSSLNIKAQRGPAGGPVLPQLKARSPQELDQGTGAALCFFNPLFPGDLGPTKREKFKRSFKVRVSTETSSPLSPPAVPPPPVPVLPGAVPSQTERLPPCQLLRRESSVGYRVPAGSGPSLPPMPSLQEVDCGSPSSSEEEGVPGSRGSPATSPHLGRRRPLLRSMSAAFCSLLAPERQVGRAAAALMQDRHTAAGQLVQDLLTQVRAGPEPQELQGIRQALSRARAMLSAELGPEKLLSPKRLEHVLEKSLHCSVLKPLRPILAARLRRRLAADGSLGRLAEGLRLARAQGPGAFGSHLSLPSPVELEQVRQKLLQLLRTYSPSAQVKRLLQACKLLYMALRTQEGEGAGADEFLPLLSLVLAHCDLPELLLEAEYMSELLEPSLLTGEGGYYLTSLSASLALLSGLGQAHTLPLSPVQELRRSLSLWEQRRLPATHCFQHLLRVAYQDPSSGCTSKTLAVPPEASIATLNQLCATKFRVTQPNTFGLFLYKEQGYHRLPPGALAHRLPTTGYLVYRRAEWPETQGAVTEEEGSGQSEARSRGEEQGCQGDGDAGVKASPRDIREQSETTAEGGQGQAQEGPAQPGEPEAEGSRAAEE
The depositor's hits bear a star; i = inactive; nt = no result given; + = active, no number. Compounds as they come; 4.2% or so of the library scored in one or more.

SMILES	NRP1-CendR mod	MsrA act	SKN-1 block	FAS-TE inh	MsrA inh	E coli Lon inh	MT1-MMP act inh	Neddyl block	Rin1-Abl PPI inh
O=C(CSc1nnc2c(n1)[nH]c1ccccc12)N1CCCCC1	-11	-6	-1	-3	2.9	-3	3	i	0
CNC(=O)CSCCn1c(SCC(=O)NC)nc2ccccc2c1=O	2	3	9	-3	-0.2	-3	4	i	0
CC(C)(C)SCCNC(=O)c1ccc(Cl)c([N+](=O)[O-])c1	-6	-2	-6	53*	1.4	-5	-5	i	-3
S=C(Nc1ccc2c(c1)OCO2)Nc1ccccc1Cl	-1	-1	-1	0	-1.6	-4	2	i	0
COc1ccccc1CN1CC(C(=O)NC2CCOCC2)CCC1=O (configuration not stated)	2	-5	0	-5	-1.4	-6	0	i	-4
CC1CCN(S(=O)(=O)N2CCCC(C(=O)NCc3ccccc3Cl)C2)CC1 (configuration not stated)	-4	-2	11	4	1.0	2	-2	i	-2
CCN1CCC2(CC1)N=C(c1ccc(F)cc1)C(=S)N2C(=O)c1ccc(C(C)(C)C)cc1	-7	-8	-4	-18	0.7	9	-6	i	-6
O=C(Nc1ccc(Cl)cn1)c1ccc(COCC(F)(F)C(F)F)o1	-18	-5	7	6	-0.7	0	5	i	3
CCOc1ccccc1N1CC(C(=O)Nc2ccccc2N2CCOCC2)CC1=O (configuration not stated)	15	0	-3	-2	0.7	8	-3	i	0
O=C(COc1ccccc1F)NNC(=O)c1ccc2c(=O)n3c(nc2c1)CCC3	1	-2	9	-6	1.1	1	1	i	-2

Some of these compounds in order of their number in E coli Lon inh, low to high.
Compound | NRP1-CendR mod | MsrA act | SKN-1 block | MsrA inh | E coli Lon inh | MT1-MMP act inh | Neddyl block | Rin1-Abl PPI inh
COc1ccccc1CN1CC(C(=O)NC2CCOCC2)CCC1=O (configuration not stated) | 2 | -5 | 0 | -1.4 | -6 | 0 | i | -4
CC(C)(C)SCCNC(=O)c1ccc(Cl)c([N+](=O)[O-])c1 | -6 | -2 | -6 | 1.4 | -5 | -5 | i | -3
S=C(Nc1ccc2c(c1)OCO2)Nc1ccccc1Cl | -1 | -1 | -1 | -1.6 | -4 | 2 | i | 0

The list goes on:
SMILES	NRP1-CendR mod	MsrA act	SKN-1 block	FAS-TE inh	MsrA inh	E coli Lon inh	MT1-MMP act inh	Neddyl block	Rin1-Abl PPI inh
CCn1c(O)c(N=NC(=O)Cc2csc(N3CCOCC3)n2)c2ccccc21	3	-7	9	-4	2.2	1	3	i	-6
CCOC(=O)C1=C(C)N(C)C(C)=C(C(=O)OCC)C1c1cccnc1	3	-6	9	-8	-0.1	-3	-4	i	2
CCOC(=O)C1C(=O)NC(C(=O)OCC)(C(=O)OCC)C1C(C)CC (configuration not stated)	16	0	8	-8	-1.1	-12	6	i	3
CCOC(=O)C1=C(C)NC(C)=C(C(=O)OCC)C1c1ccco1	11	-2	4	1	0.4	-1	2	i	1
Cc1c(C(=O)Nc2ccc(S(=O)(=O)Nc3ncccn3)cc2)oc2ccc(Cl)cc12	1	-2	-2	0	0.1	3	1	i	-2
COc1ccc(N2CCN(C(=O)CN3C(=O)NC(C)(C4CC4)C3=O)CC2)cc1 (configuration not stated)	7	-3	-8	-5	-0.6	-2	-2	i	-1
CN(C)S(=O)(=O)c1cccc(C(=O)NC(=S)N(CCC#N)Cc2cccnc2)c1	4	-9	-12	-4	1.5	4	0	i	-2
COCCCN1CC23C=CC(O2)C(C(=O)O)C3C1=O (configuration not stated)	-4	-3	2	-5	0.9	-6	1	i	1
CC(=O)COc1ccc2c3c(c(=O)oc2c1C)CCCCC3	-9	-2	15	4	1.4	12	5	nt	1
Cc1ccc(C2CC(=O)C(C=NCCN3CCN(C(=S)Nc4ccccc4)CC3)=C(O)C2)cc1 (configuration not stated)	-9	-5	7	-5	-0.7	-1	3	i	0
CC(C)C(NC(=O)c1ccc(C(C)(C)C)cc1)C(=O)NCC(c1ccccc1)N(C)C (configuration not stated)	-9	-2	-12	-1	-0.4	-9	2	i	-2
Nc1c(C(=O)NCc2ccco2)c2nc3ccccc3nc2n1CCc1ccccc1F	-18	-1	20	15	-0.2	-24	-32	nt	-1
CN(Cc1nc2ccccc2c(=O)[nH]1)Cc1cc(=O)oc2ccc3ccccc3c12	-10	-3	14	9	-1.5	3	0	i	0
CCC(C)(C)NC(=O)C1CC(=O)N(CCc2ccc(F)cc2)C1 (configuration not stated)	12	-9	3	-6	0.6	6	3	i	-1
CCC(C)NS(=O)(=O)c1ccc(NC(=O)Cc2ccc(OC)cc2)cc1 (configuration not stated)	4	0	-8	2	-0.5	0	4	i	2
CC(=O)Oc1c(C(=O)c2nnc(C)o2)c(=O)n(Cc2ccccc2)c2ccccc12	-73	-2	-1	-10	-0.7	-4	-12	+	2
O=[N+]([O-])c1ccc(C2CCCC/C2=N/O)c([N+](=O)[O-])c1 (configuration not stated)	-1	-2	2	0	-1.1	-3	0	i	-2
Cc1c(-c2nc3ccccc3[nH]2)cnn1C	-1	-2	13	-9	-0.8	-5	3	i	3
C[C@H](CO)N1C[C@H](C)[C@H](CN(C)S(=O)(=O)c2ccc3ccccc3c2)OCc2cnnn2CCCC1=O	2	-3	10	-5	-0.3	-2	3	i	1
Cc1cccc[n+]1CC(=O)c1ccc([N+](=O)[O-])cc1	9	1	0	-2	0.6	3	0	i	-3
Cc1ccccc1-n1cc(CNC(=O)CC2C(=O)NCCN2C/C=C/c2ccccc2)cn1 (configuration not stated)	4	-2	6	1	-0.5	-2	-5	i	0
O=C(CNC(=O)c1ccccc1F)NCc1ccncc1	3	6	1	-8	-0.8	-17	5	i	1
COC(=O)c1ccc2c(=O)n(CCCCCC(=O)O)c(=O)[nH]c2c1	1	6	-10	-9	2.6	15	-1	+	2
Cn1c(=O)n(CCc2ccccc2)c(=O)c2c1nc1n2CCCN1c1ccccc1	-4	0	-10	-3	-1.1	-8	8	i	-1
CCC(=O)N(Cc1cc2c(C)cc(C)cc2[nH]c1=O)C1CCCCC1	18	-1	8	-4	0.9	-1	-1	i	0
CC(=O)c1ccc(OCCn2c(SCC(=O)O)nc3ccccc32)cc1	-22	-4	-16	-4	-0.2	-6	3	i	-1
O=C(Nc1ccc(Cl)cc1)Nc1ccccc1Sc1ncc([N+](=O)[O-])s1	-14	-1	1	-16	-0.9	-5	-5	i	2
COCCNC(=S)N/N=C/c1ccc(OCc2ccc(C(=O)OC)cc2)cc1	5	-5	7	-4	-0.1	0	1	i	0
C=CCOc1c(Br)cc(C2C3=C(CCCC3=O)N(C)C3=C2C(=O)CCC3)cc1OCC	-3	-4	1	15	-0.4	-12	3	nt	-3
COC(=O)[C@]1(C)N[C@H](CN(C)C(=O)c2ccc(F)cc2)[C@@H]2C(=O)N(C)C(=O)[C@@H]21	-15	-7	16	-8	-0.1	-13	-3	i	-1
Nc1nc(Nc2ccccc2F)nc(NC2CCCCC2)c1[N+](=O)[O-]	-7	-5	7	24	-0.1	5	3	i	4
Cc1ccc(C)c(N2CCN(Cc3nnnn3C3CCCCC3)CC2)c1	6	-12	-5	15	-0.8	2	-1	i	4
COc1ccc(CN(CC(=O)NC2CCCC2)C(=O)CN2C(=O)COc3ccccc32)cc1	-4	-4	-22	-1	-0.2	-6	2	i	3
O=C(C1=NNCC1c1ccc(Cl)cc1)C1CO1 (configuration not stated)	4	-7	-3	-10	1.2	-6	-2	i	2
C/C(=N/NS(=O)(=O)c1ccccc1)c1ccc(NC(=O)C2CC2)cc1	13	0	12	1	0.5	8	-6	i	-6
O=C1NC[C@H](Cc2ccccc2)N(C[C@H]2CCCN2C[C@H](Cc2ccccc2)N2C[C@H](Cc3ccc(O)cc3)N(CC3CCCCCC3)C(=O)C2=O)C1=O	-13	3	6	44	-0.8	1	-3	i	-5
Cc1cc(NC(=O)CSc2ncccc2C(=O)O)no1	5	-2	2	-2	-0.6	0	0	i	-7
O=C(Cc1ccccc1F)Nc1ccc(SC(F)F)cc1	9	-3	13	10	-1.7	-2	1	i	5
CC1CCCN(C(=O)c2sc3cc([N+](=O)[O-])ccc3c2Cl)C1 (configuration not stated)	22	-7	7	16	-0.8	-5	4	i	-2
O=C(Cn1c(=O)ccn(Cc2ccccc2)c1=O)Nc1cccc(S(=O)(=O)N2CCOCC2)c1	3	-6	12	-3	-0.6	-8	-2	i	4
CC(=O)Nc1ccc(-c2ccnc3c2CC(C)(C(=O)NCCN(C)C)O3)cc1 (configuration not stated)	3	-2	3	-5	-1.3	-7	1	i	-4
Cc1ccccc1-n1c(C)nc2ccccc21	-5	-2	4	-5	1.0	3	1	i	-4
CC(C)(C)OC(=O)NCc1ccc(CNC(=O)c2nc[nH]c2C(=O)N2CCN(c3ccccc3)CC2)cc1	13	-4	-5	1	-0.3	6	0	i	4
CCN1CCN(S(=O)(=O)c2ccc(Cl)c(C(=O)N(C)CC(=O)Nc3c(C)cccc3C)c2)CC1	1	-1	4	-6	0.5	-2	4	i	-5
COc1ccc(C2CC(c3ccccc3)=NN2c2ccccc2)c(C(=O)O)c1OC (configuration not stated)	-6	-3	7	-1	2.3	3	-1	nt	5
CSc1nc(=S)c2[nH]c(=S)[nH]c2[nH]1	-22	3	10	-3	4.0	1	0	i	-8
CCC(=O)Nc1cccc(NC(=O)c2ccc(C)c([N+](=O)[O-])c2)c1	-4	-3	-22	9	0.0	-5	2	i	0
Cc1ccccc1NS(=O)(=O)c1cc(C(N)=O)ccc1C	3	-8	2	-4	2.9	0	2	i	2
CCC(C)(C)NC(=O)C(c1ccc(F)cc1)N(Cc1ccccc1)C(=O)c1cnccn1 (configuration not stated)	12	-3	4	0	-0.9	2	-3	i	5
COC(=O)c1cc(=O)c2c(ccc3oc(=O)ccc32)[nH]1	-8	-3	7	1	0.6	7	4	i	-1

(listing goes on)
SMILES	NRP1-CendR mod	MsrA act	SKN-1 block	FAS-TE inh	MsrA inh	E coli Lon inh	MT1-MMP act inh	Neddyl block	Rin1-Abl PPI inh
CCCCC(CCC(=O)Nc1cc([N+](=O)[O-])ccc1O)C(=O)O (configuration not stated)	17	3	0	-2	0.9	-2	2	i	2
CSc1nc2ccccc2n1CC(=O)Nc1cc(C(F)(F)F)ccc1N1CCOCC1	7	3	12	8	2.3	1	-6	i	-2
Cc1cc2oc(C(=O)NCc3ccncc3)c(C)c2cc1C	1	1	-1	-2	0.6	-9	-5	i	4
CN(C)/C=C/C(=O)c1ccc(OCCN(C)c2ccccn2)cc1	-3	1	-5	-18	1.0	-13	1	i	3

Screening data (PubChem)
